# Tb PYK inh: inhibitors of Trypanosoma brucei pyruvate kinase; 410,000 compounds, 0.12% hits; Potency, µM (doses to about 76.8 µM), for the others: at the top dose activity, negative = inhibition, hits mostly inhibitors; TbPYK enzyme, Kinase-Glo Plus ATP luminescence, 45 min; AID 624173; Q57TT1; note: nearly all actives have a fitted effect of over 50% in size
#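 TbPYK + substrate in 50 mM TEA pH 7.2, 100 mM KCl, 10 mM MgCl2, 0.05% BSA, 0.01% Tween-20; cpd pinned; ADP 130 uM final; 45 min RT; Kinase-Glo Plus 10 min; luminescence endpoint.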
# HCV inh: HCV inhibition; Huh7.5.1 HCVcc-Cre infection, luciferase reporter, 44 h; Potency, µM (highest dose often 41.8 µM), without a hit: top-dose activity change, negative = inhibition, usual class: inhibitors; 340,000 compounds, 3.4% hits
#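 Compounds are dispensed onto cells plated 4 h earlier at 1,000 per well, with HCVcc-Cre virus (about 0.5 moi) added next. Following 44 h of culture, luminescent signal is measured for 15 sec after 15 min with substrate at room temperature.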
# Sm TGR inh: S. mansoni TGR enzyme inhibition; 360,000 compounds, 3% hits; AID 485364; Q962Y6; purified TGR, DTNB reduction, TNB absorbance 405 nm; Potency, µM (series often up to 114 µM), for the others: at the highest dose activity change, negative = inhibition, usual class: inhibitors; note: nearly all actives have a fitted effect of over 60% in size
#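 First, TGR (20 nM dispensed) and NADPH were mixed with compound. Second, a 15 min room-temperature incubation followed. Third, further NADPH and then DTNB were added to start the reaction. Finally, TNB absorbance was monitored kinetically.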
# Pf growth 48h: inhibits P. falciparum growth in the first generation, 48 h. Potency, µM (series often up to 28.7 µM), inactives show top-dose activity change, negative = inhibition, most hits filed as inhibitors. P. falciparum luciferase growth in erythrocytes, 48 h. 310,000 compounds, 5.9% hits
#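 First compound was added to culture medium, then infected red cells at 0.1% parasitemia and 2% hematocrit (final). After incubation at 37 C under 5% CO2, luciferase detection reagent was dispensed and light output recorded.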
# LmPK inhibitor: LmPK (Leishmania mexicana) enzyme inhibition | Q27686 | purified LmPK, Kinase-Glo ATP luminescence, 1 h | Potency, µM (highest dose often 57.5 µM), for the others: at the highest dose activity change, negative = inhibition, most hits filed as inhibitors | 290,000 compounds, 0.37% hits | AID 1721
# Target sequence (Q27686 whole entry, looked up): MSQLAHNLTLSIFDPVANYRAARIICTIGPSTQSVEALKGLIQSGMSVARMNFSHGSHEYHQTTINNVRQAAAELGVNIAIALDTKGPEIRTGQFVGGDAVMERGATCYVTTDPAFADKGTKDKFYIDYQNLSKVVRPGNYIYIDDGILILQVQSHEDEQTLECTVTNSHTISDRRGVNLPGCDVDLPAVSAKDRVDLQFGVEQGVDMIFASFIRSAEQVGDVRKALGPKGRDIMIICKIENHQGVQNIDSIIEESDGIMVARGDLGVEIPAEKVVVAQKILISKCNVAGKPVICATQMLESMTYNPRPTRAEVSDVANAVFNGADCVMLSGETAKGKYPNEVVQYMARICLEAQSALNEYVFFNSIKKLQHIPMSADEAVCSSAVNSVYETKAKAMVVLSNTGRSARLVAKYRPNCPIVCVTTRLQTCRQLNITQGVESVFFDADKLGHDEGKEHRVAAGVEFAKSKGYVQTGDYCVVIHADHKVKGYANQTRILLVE
#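 Screened at intermediate enzyme activity to detect both inhibitors and activators: LmPK at 0.1 nM, with a 0.5 nM enzyme column as activation reference. PEP 0.5 mM, ADP 0.1 mM; ATP detected by luminescence after 1 h.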
# Pf growth 96h: P. falciparum growth inhibition at 96 hours. Potency, µM (highest dose often 28.7 µM), without a hit: top-dose activity change, negative = inhibition, actives largely listed as inhibitors. AID 504834. 320,000 compounds, 6.9% hits. P. falciparum luciferase reporter growth, 96 h
#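 Infected RBCs, 2% Hct / 0.05% parasitemia final; luciferase-reporter P. falciparum; cpd 96 h, 37 C, 5% CO2; luciferase detection reagent; luminescence.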
# * = called active by the depositor; ? = inconclusive; · = no result given; & = joins results of further samples; [ ] = dose if it differs, or a comment. Calls come from the whole dose curve; as a rule, active = well fitted curve in the direction sought with a large enough effect; inconclusive = small, poorly fitted or top-dose-only effect, or another doubt; inactive = no such curve, though single readings can be large; an effect the other way counts as inactive or inconclusive. % is set by controls: 0 for no effect and ±100 for the full control effect; potency is the fitted concentration of half-maximal effect.
1. CCOc1cc(N2CCOCC2)c(OCC)cc1NC(=O)CSc1nccc(C)n1
2. O=C(Nc1cc(Cl)cc(Cl)c1)C(NCCCO)c1ccccc1 (stereo unspecified)
3. O=CN1CCCN(Cc2nc(Cc3ccccc3F)no2)CC1
4. COc1cccc2sc3ccc(C#Cc4ccc(N)cc4)cc3c(=O)c12
5. O=C(N/N=C\c1ccc(Br)cc1)c1ccc(Cn2cccn2)o1
6. C/C(=N/NC(=O)CNC(=O)COc1cccc(C)c1)c1ccc(Cl)cc1
7. Cc1ccccc1Cn1cnc2ccccc2c1=O
8. CCO[C@@H]1OC(C(=O)O)=C[C@H](c2ccc(Br)cc2)[C@H]1CCCO
9. CCN(CC)S(=O)(=O)c1cc(NC(=O)C2Cc3ccccc3C(=O)O2)ccc1C (stereo unspecified)
10. COc1ccc(-c2[nH]ncc2CN(C)Cc2cccnc2)c(F)c1

Assay by compound,1,2,3,4,5,6,7,8,9,10
Tb PYK inh,-1%,·,-3%,3%,0%,1%,1%,3%,7%,-5%
HCV inh,?,·,5%,-30%,?,8%,19%,19%,?,-27%
Sm TGR inh,1%,-8%,8%,-11%,0%,0%,3%,-1%,0%,-8%
Pf growth 48h,?,-20%,51%[activator],71%[activator],8%,2%,-3%,18%,-6%,10%
LmPK inhibitor,4%,8%,1%,-4%,0%,0%,2%,6%,2%,14%
Pf growth 96h,?,13%,26%,152%[activator],10%,-12%,-22%,34%[activator],52%[activator],19%

# The final four entries of the part above lead into the next.
7. Cc1ccccc1Cn1cnc2ccccc2c1=O
8. CCO[C@@H]1OC(C(=O)O)=C[C@H](c2ccc(Br)cc2)[C@H]1CCCO
9. CCN(CC)S(=O)(=O)c1cc(NC(=O)C2Cc3ccccc3C(=O)O2)ccc1C (stereo unspecified)
10. COc1ccc(-c2[nH]ncc2CN(C)Cc2cccnc2)c(F)c1
11. O=C(Cn1ccc(C(F)(F)F)n1)N=Nc1c(O)[nH]c2ccc(Br)cc12
12. CC1CC(C)CN(S(=O)(=O)c2ccc(NC(=O)CN3C(=O)NC(C)(c4ccccc4)C3=O)cc2)C1 (stereo unspecified)
13. CCCCCCSc1ccc([C@H]2N[C@@](C)(C(=O)OC)[C@H]3C(=O)N(CC)C(=O)[C@@H]23)cc1
14. CC(C(=O)O)N1C(=O)c2ccccc2C1=O (stereo unspecified)
15. O=C1c2cc([N+](=O)[O-])cc3cc([N+](=O)[O-])cc(c23)C(=O)N1c1ccccn1
16. CCOC(=O)C1=C(C)Nc2ccccc2N=C1NC(=O)/C=C/c1ccc(OC)cc1OC
17. O=C(CN1CCc2ccccc21)NN1CC(=O)N(c2ccc(Cl)cc2)CC1=O
18. Cc1ccc(NC(=O)Cn2c(CCC(=O)O)ccc2-c2cccs2)cc1
19. CCOC(=O)C1(Cc2cccc(OC)c2)CCCN(C(=O)CCSC)C1 (stereo unspecified)
20. CCC1CCCCN1C(=S)NC(=O)c1cc(Br)ccc1Cl (stereo unspecified)

Assay by compound,7,8,9,10,11,12,13,14,15,16,17,18,19,20
Tb PYK inh,1%,3%,7%,-5%,-1%,0%,3%,-4%,-2%,0%,-1%,-4%&0%,-2%,2%
HCV inh,19%,19%,?,-27%,-21%,·,?,6%,?,4%,-16%,-1%,1%,15%
Sm TGR inh,3%,-1%,0%,-8%,1%,5%,-29%,-14%,50µM*,-16%,5%,25µM*,2%,-7%
Pf growth 48h,-3%,18%,-6%,10%,32%,?,?,·,-15%,?,-31%,5%,-12%,?
LmPK inhibitor,2%,6%,2%,14%,11%,0%,·,8%,7%,2%,1%,11%,4%,·
Pf growth 96h,-22%,34%[activator],52%[activator],19%,86%[activator],30%,?,-2%,34%[activator],?,?,·,0.37µM*,?

21. Cc1ccc(CN2C(=O)N/C(=C/c3cc(C)n(-c4ccccn4)c3C)C2=O)cc1
22. COc1ccc(/C=C/C(=O)NC(=S)Nc2ccc(S(=O)(=O)Nc3cc(OC)ncn3)cc2)cc1
23. CC(C)(C)OC(=O)NNC(=O)c1cccs1
24. COc1ccc(NC(=O)C(=O)c2cn(CC(=O)N3CCCC3)c3ccccc23)cc1
25. CCOc1ccc(NC(=O)C2C3C=CC4(CN(C(C(=O)OC)C(C)C)C(=O)C24)O3)cc1 (stereo unspecified)
26. C/C(=N\Nc1ncc(Cl)cc1Cl)c1ccc(C#N)cc1
27. CCOC(=O)CN(Cc1sccc1C)C(=O)Nc1cccc(OC)c1
28. CCN(CC)CCNCc1nc2ccccc2c(=O)n1-c1ccc(F)cc1
29. CC(C)C[C@@H](NC(=O)C1CCC(CNC(=O)[C@H](Cc2ccccc2)NC(=O)OC(C)(C)C)CC1)C(=O)O (stereo partly specified)
30. CS(=O)(=O)N(CC(=O)N1CCCC1)c1ccc2c(c1)OCCO2

Assay by compound,21,22,23,24,25,26,27,28,29,30
Tb PYK inh,-9%,-3%,-20%,-9%,1%,1%,4%,-1%,-4%,0%
HCV inh,-30%,2%,8%,-27%,10%,-10%,7%,-10%,6%,5%
Sm TGR inh,-11%,-7%,2%,-3%,-4%,56%[activator],-15%,-6%,4%,-1%
Pf growth 48h,?,-2%,-1%,3%,17%,74%[activator],46%[activator],13%,-12%,·
LmPK inhibitor,0%,6%,-6%,-7%,0%,?,4%,-5%,-4%,-1%
Pf growth 96h,?,-24%,-6%,0%,18%,11%,33%,75%[activator],-9%,12%

31. COc1ccc(/C=C/C(=O)C2(O)CCCCC2)cc1OC
32. O=C(CCN1Cc2ccccc2C1)c1ccc2c(c1)OCCO2
33. COCCn1nnnc1C(c1cc2cc(OC)ccc2[nH]c1=O)N1CCC(Cc2ccccc2)CC1 (stereo unspecified)
34. CN(C)S(=O)(=O)N(CCN1CCOCC1)Cc1ccccc1F
35. O=C(Cc1cccc(C(F)(F)F)c1)NCc1ccc(Cl)cc1
36. O=C(c1ccc(CNS(=O)(=O)c2ccccc2)cc1)N1CCC2(CC1)OCCO2
37. COc1ccc(NC(C#N)c2ccc(OC)cc2)cc1 (stereo unspecified)
38. N#Cc1ccc(S(=O)(=O)N2CCN(c3ncccn3)CC2)cc1
39. COc1ccc(CCN2CC(C(=O)N(C)Cc3c(C)n[nH]c3C)CCC2=O)cc1 (stereo unspecified)
40. O=S(=O)(c1ccc(N2CCN(CCO)CC2)nc1)N1CCOCC1

Assay by compound,31,32,33,34,35,36,37,38,39,40
Tb PYK inh,1%,?,5%,-7%,3%,5%,2%,1%,-2%,10%
HCV inh,-9%,-13%,5%&-1%,2%,-11%,11%,2%,15%,5%,29%
Sm TGR inh,2%,0.89µM*,-7%,-24%,2%,40µM*,2%,0%,-30%,4%
Pf growth 48h,?,?,12µM*,12%,4%,55%[activator],·,?,2%,13%
LmPK inhibitor,-3%,0%,5%,2%,4%,-6%,9%,0%,-1%,·
Pf growth 96h,2%,·,-5%,22%,7%,8.3µM*,52%[activator],?,?,26%

# From compound 33 as far as 37, as listed above:
33. COCCn1nnnc1C(c1cc2cc(OC)ccc2[nH]c1=O)N1CCC(Cc2ccccc2)CC1 (stereo unspecified)
34. CN(C)S(=O)(=O)N(CCN1CCOCC1)Cc1ccccc1F
35. O=C(Cc1cccc(C(F)(F)F)c1)NCc1ccc(Cl)cc1
36. O=C(c1ccc(CNS(=O)(=O)c2ccccc2)cc1)N1CCC2(CC1)OCCO2
37. COc1ccc(NC(C#N)c2ccc(OC)cc2)cc1 (stereo unspecified)

Assay by compound,33,34,35,36,37
Tb PYK inh,5%,-7%,3%,5%,2%
HCV inh,5%&-1%,2%,-11%,11%,2%
Sm TGR inh,-7%,-24%,2%,40µM*,2%
Pf growth 48h,12µM*,12%,4%,55%[activator],·
LmPK inhibitor,5%,2%,4%,-6%,9%
Pf growth 96h,-5%,22%,7%,8.3µM*,52%[activator]

# New compounds follow:
41. CCn1ncc(Cl)c1C(=O)Nc1cc(Cl)ccc1Cl
42. COc1ccc(C=NCCCN2CCOCC2)cc1
43. CCCCC(=O)Oc1ccccc1C1SCc2cc(C)c(C)cc2CS1
44. Cc1noc(C)c1S(=O)(=O)N1CCCN(C(=O)/C=C/c2ccccc2F)CC1
45. Cc1onc(-c2ccc3c(c2)OCO3)c1-c1ccc2[nH]ccc2c1
46. CCOc1ccc(C(=O)NCC(=O)OCc2c(C)noc2C)cc1OCC
47. CCOC(=O)C1CCN(c2nc(C)cc(C)c2C#N)CC1
48. O=C(/C=C/c1ccccc1)NC(=S)NNS(=O)(=O)c1ccccc1
49. COCCCNC(=O)Cn1cnc2sc(C)c(S(=O)(=O)N3CC(C)CC(C)C3)c2c1=O (stereo unspecified)
50. CC(=O)Nc1ccc(NC(=O)COC(=O)c2ccc(Cl)nc2)cc1

Assay by compound,41,42,43,44,45,46,47,48,49,50
Tb PYK inh,-5%,2%,1%,0%,-3%,-1%,3%,3%,1%,6%
HCV inh,?,11%,8%,5%,?,?,-3%,0%,5%,13%
Sm TGR inh,12%,?,-37%,6%,-25%,-12%,8%,12%,-16%,5%
Pf growth 48h,12%,?,6%,?,-26%,-19%,16%,9%,10%,22%
LmPK inhibitor,-1%,0%,2%,·,6%,1%,2%,-2%,-6%,·
Pf growth 96h,·,-19%,40%[activator],?,?,17%,1%,19%,?,30%[activator]

51. CCOC(=O)Cn1nnc(-c2ccc(OCC(C)C)cc2)n1
52. COc1ccc(N2CCN(S(=O)(=O)c3ccc(Cl)s3)CC2)cc1
53. C=CCNC(=O)/C(=C/c1cccc([N+](=O)[O-])c1)NC(=O)c1ccco1
54. Cc1ccc(S(=O)(=O)CC(=O)Nc2nc(-c3ccccc3)cs2)cc1
55. CC(=O)c1cc(C#N)c(N2CCN(c3ccccc3)CC2)nc1C
56. COc1cc(/C=C/C(=O)O)cc(S(=O)(=O)Nc2ccc3nc(SC)sc3c2)c1OC
57. COc1ccc(OC)c(CCNC(=O)C(C)n2nc(C)c3c(C)n(-c4ccccc4)nc3c2=O)c1 (stereo unspecified)
58. O=C1/C(=C/c2ccncc2)CCc2ccccc21
59. COc1cccc(CN2CCNC(=O)C2CC(=O)NCCN2CCOCC2)c1OC (stereo unspecified)
60. Cn1c(Cc2ccccc2)nnc1SCC(=O)Nc1ccc2c(c1)OCCO2
61. CCOc1ccccc1N(CC(=O)NC1CCCCC1)C(=O)CCCC(=O)Nc1ccccn1
62. CCN(CC)S(=O)(=O)c1cc(C(=O)OCC(=O)c2ccc3c(c2)NC(=O)CO3)ccc1Cl

Assay by compound,51,52,53,54,55,56,57,58,59,60,61,62
Tb PYK inh,-2%,-7%,1%,2%,3%,-8%,7%,?,1%,3%,-8%,·
HCV inh,18%,2%,16%,?,20%,5%,?,2%,5%,-2%,?,17%
Sm TGR inh,-1%,46%[activator],·,-24%,-1%,5%,-5%,-31%,-9%,0%,4%,-17%
Pf growth 48h,28%,?,7%,·,0%[0.00184 µM],3%,-19%,?,6%,-8%,?,0%
LmPK inhibitor,6%,2%,1%,2%,?,-2%,-10%,13µM*,-5%,1%,-2%,4%
Pf growth 96h,·,-23%,75%[activator],0%,0%,0%,12µM*,55%[activator],49%[activator],·,-103%,-2%

# From PubChem BioAssay
